# Bioassay records: PubChem, several laboratories
# GSK3B inh: blocks human GSK3beta kinase activity | AID 2097 | GST-GSK3beta kinase, ADP-Glo luminescence, 60 min; hits give low values | activity score (negative = inhibition), % at 10 µM | actives 0.038% (n = 300,000) | P49841;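 active = more than half of replicate wells score below -50%, meaning over 50% inhibition versus plate controls; inconclusive = some replicates but at most half score below -50%; inactive = no replicate scores below -50%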;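 also: 0% = median DMSO wells and -100% = median GW8510 positive control wells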
# Target sequence (P49841 whole entry, looked up): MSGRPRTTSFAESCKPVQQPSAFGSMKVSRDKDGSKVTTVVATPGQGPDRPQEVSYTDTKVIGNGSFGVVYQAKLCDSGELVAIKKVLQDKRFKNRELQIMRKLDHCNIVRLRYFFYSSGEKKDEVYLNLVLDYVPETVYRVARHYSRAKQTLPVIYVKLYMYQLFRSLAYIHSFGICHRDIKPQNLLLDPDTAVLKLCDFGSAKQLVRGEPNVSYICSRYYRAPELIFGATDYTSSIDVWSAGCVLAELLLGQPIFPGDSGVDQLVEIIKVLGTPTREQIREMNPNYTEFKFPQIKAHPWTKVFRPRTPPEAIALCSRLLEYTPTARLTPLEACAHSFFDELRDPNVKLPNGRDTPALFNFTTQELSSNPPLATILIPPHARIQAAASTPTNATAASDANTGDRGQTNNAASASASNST
#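 Test system: GST-tagged human GSK3beta kinase, cell-free; evaluation: activity score scaled between in-plate DMSO and GW8510 controls; measured by: ADP-Glo luminescence; incubation: 60 min reaction, RT; benchmarks: DMSO and 20 µM GW8510; reagent: peptide substrate plus 25 µM ATP (final); medium: Tris/MgCl2 kinase buffer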
# KLF5 inh: inhibitors of KLF5 expression; AID 1700; actives 0.23% (n = 290,000); DLD-1 KLF5 promoter-luciferase reporter, luminescence; inhibition, % at 5 µM;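 active = inhibition above a per-plate limit of that plate's mean compound inhibition plus 3 SD, cut at about 60% in these data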;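 also: 0% = DMSO wells and 100% = LY294002 at 200 µM; higher means less KLF5 promoter-driven luciferase light; inactives centre near -14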
# HSF1 inhib: HSF1 inhibition. NIH3T3-HGL HSE-luciferase, MG132-induced, luminescence 8 h; hits give low values. activity change, negative = inhibition, % at 7.5 µM (by protocol). actives 0.77% (n = 300,000). AID 2098;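 active = more than half of replicate wells show activity change below -50%, luminescence cut by over half; inconclusive = some wells, but at most half, below -50%; inactive = no replicate well below -50%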;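 also: luciferase reports HSF-1 transcriptional activity via heat shock element; 0% = median of DMSO wells and -100% = zero luminescence signal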
# GSK3 alpha inh: blocks human GSK-3 alpha kinase; P49840; ADP-Glo luminescence, 60 min; inhibition, % at 10 µM; actives 0.1% (n = 320,000); AID 2650;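 in the data active = inhibition above about 50%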;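 also: GST-tagged GSK-3 alpha with peptide substrate and 25 µM ATP; 0% = DMSO neutral wells and 100% = GW8510 positive control wells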
# Target sequence (P49840 whole entry, looked up): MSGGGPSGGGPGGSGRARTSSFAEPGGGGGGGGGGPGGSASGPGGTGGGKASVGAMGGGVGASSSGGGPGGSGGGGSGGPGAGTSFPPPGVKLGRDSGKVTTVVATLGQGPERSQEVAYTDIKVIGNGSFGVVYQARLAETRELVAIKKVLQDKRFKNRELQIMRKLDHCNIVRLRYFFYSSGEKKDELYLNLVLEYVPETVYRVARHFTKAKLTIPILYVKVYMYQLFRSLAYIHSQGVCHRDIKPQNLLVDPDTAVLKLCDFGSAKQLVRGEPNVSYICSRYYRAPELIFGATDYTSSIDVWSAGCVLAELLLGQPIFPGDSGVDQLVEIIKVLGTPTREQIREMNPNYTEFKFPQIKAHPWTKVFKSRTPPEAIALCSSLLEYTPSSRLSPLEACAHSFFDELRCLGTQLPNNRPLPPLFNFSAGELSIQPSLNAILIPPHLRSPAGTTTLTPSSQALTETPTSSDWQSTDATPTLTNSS
# aSyn 5UTR inh: 5' untranslated region of α-synuclein, MLPCN primary screen; actives 0.82% (n = 300,000); alpha-synuclein 5'UTR reporter, inhibitor activity; AID 1813; inhibition, % (tested at 7.5 µM); in the data active = inhibition above about 60%; inconclusive = no clear call, values can overlap the other calls;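 also: H4 neuroglioblastoma cells stably carrying SNCA 5'UTR luciferase fusion; 0% = DMSO wells and 100% = positive control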
# HSF1 activator: increases HSF-1 driven luciferase reporter signal. AID 504408. actives 1.7% (n = 300,000). NIH3T3-HGL HSF-1 luciferase reporter, MG132, 8 h; 100% = twice DMSO control signal. activation, % at 9 µM;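 active = mean replicate activation of at least 50% with a set share of replicates each reaching 50%; inconclusive = only one of those two conditions met; inactive = mean below 50% and too few replicates reaching it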;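 also: 0% = median of the neutral control wells and 100% = twice that signal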
# Dyrk1A ADPGlo: inhibitors of rat Dyrk1A kinase; ADP-Glo luminescence, NFATc1 peptide; inhibition, % at 12.5 µM; Q63470; actives 0.43% (n = 310,000); in the data active = inhibition above about 50%;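 also: plate controls were vehicle with enzyme for no effect and no enzyme for full effect; many of its hits are not listed in these tables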
# Platelet DG rel: platelet dense granule release activity. human platelet-rich plasma, SFLLRN dense granule ATP release, luminescence. inhibition, %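 (compounds screened at 7.5 µM in platelet-rich plasma)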. actives 0.22% (n = 300,000). AID 1663;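 active = mean replicate score, as percent of positive control, at or above 50; inconclusive = mean below 50 but at least one replicate at or above 50; inactive = mean and every replicate below 50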
# HSP90 refold inh: inhibitors of HSP90 luciferase refolding in rabbit reticulocyte lysate; actives 0.91% (n = 290,000); luciferase refolding luminescence, 3 h; inhibition, % at 5.6 µM;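 active = inhibition above the screen-wide mean plus 3 SD, computed separately per campaign, cut at about 16% in these data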;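 also: 0% = DMSO wells and 100% = 60 µM geldanamycin wells; inhibitors lower the luminescence because luciferase stays unfolded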
# IEC-6 cytotox: kills IEC-6 intestinal cells in KLF5 counter-screen; IEC-6 cytotoxicity, luminescence viability; inhibition, % at 5 µM; actives 0.78% (n = 290,000); AID 1825; in the data active = inhibition above about 22%;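 also: 0% = plate median of test compound wells and 100% = cytotoxic reference compound wells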
# * = called active by the depositor; ? = inconclusive; nt = no result given. An excerpt (hit frequency here may not be typical).
nr	SMILES	GSK3B inh	KLF5 inh	HSF1 inhib	GSK3 alpha inh	aSyn 5UTR inh	HSF1 activator	Dyrk1A ADPGlo	Platelet DG rel	HSP90 refold inh	IEC-6 cytotox
1	CC(=O)N1CCN(CCN=CC2=C(O)CC(C)(C)CC2=O)CC1	4.9	-27.5	-0.1	-2.1	7.8	14.6	-1.6	5.3	-1.0	-1.1
2	O=C(CNC(=O)c1ccc(Cl)c([N+](=O)[O-])c1)OCN1C(=O)c2ccccc2C1=O	-0.5	nt	-4.0	-0.1	-8.6	-1.6	-5.9	-7.3	nt	nt
3	Cc1ccccc1CN1CCN(S(C)(=O)=O)CC1	-3.1	1.8	-12.9	0.5	13.8	0.9	-2.9	-0.7	-2.6	-0.4
4	COc1ccc(CCNC(=S)N2CCC(C(N)=O)CC2)cc1	-1.6	-51.2	-2.7	-1.7	-4.4	2.2	-2.1	2.6	-5.3	-1.7
5	CCn1c(NCc2ccccn2)nc2ccccc21	1.5	-1.8	9.0	-1.3	-5.7	25.1	5.3	1.7	-2.5	-3.3
6	CC(C)Nc1nnc(SCC(=O)NCc2ccc3c(c2)OCO3)s1	-31.8	-22.2	-10.9	-1.1	3.3	1.9	2.4	-7.1	-1.8	0.8
7	O=C(Nc1ccc2c(c1)Cc1ccccc1-2)c1ccccc1F	1.3	nt	22.4	-1.3	-8.1	44.9	nt	-15.9	nt	nt
8	CC(Sc1ccccc1)C(=O)NCC(c1ccco1)N1CCCCC1 (stereo not drawn)	3.7	nt	8.5	1.0	4.4	8.8	0.1	6.6	nt	nt
9	O=C(NCC(F)(F)F)Nc1ccccn1	0.7	-8.1	-0.4	-2.1	-2.3	4.5	-2.5	-7.7	1.3	-0.1
10	Fc1ccc(N2CCN(Cc3cnc(Oc4ccc(Br)cc4)s3)CC2)cc1	-0.8	11.2	7.8	-0.1	23.1	-2.7	-1.8	5.1	-2.1	-3.3
11	c1ccc(NCc2cccnc2)cc1	nt	-20.2	nt	-3.5	nt	nt	10.8	nt	-3.8	2.3
12	Cc1[nH]c2ccccc2c1SCc1nnc(SCc2ccccc2)n1C	-0.5	13.4	-4.8	-1.2	0.8	3.0	-1.0	14.3	5.9	5.7
13	COc1cccc(N/C=C/C(=O)c2ccc(Br)cc2)c1	3.6	-30.1	9.6	-2.4	-116.6	4.2	-1.6	nt	-1.8	-5.9
14	Cc1c(C(=O)Oc2cc(N)n(S(C)(=O)=O)n2)cccc1[N+](=O)[O-]	-3.5	-9.8	-7.6	2.3	1.8	12.5	-1.0	-3.7	-1.3	3.5
15	CCCCn1c(N)c(N(CC)C(=O)CCc2ccccc2)c(=O)[nH]c1=O	-0.2	-27.1	5.8	-0.1	3.3	7.3	1.4	-5.8	-0.1	1.8
16	CCc1ccc(S(=O)(=O)Nc2cccc(C3OCCCO3)c2)cc1	-2.6	8.1	4.6	-2.5	-12.1	33.7	-5.3	-7.4	-0.5	-2.5
17	Cc1ccc(S(=O)(=O)NCc2ccc3c(c2)cc(C)n3C)cc1	-1.1	-26.7	-1.8	-2.5	-0.9	3.7	0.5	-1.5	-0.8	-5.6
18	CCN(CC1COc2ccccc2O1)C(=O)c1ccc(Cl)c(S(=O)(=O)N2CC(C)OC(C)C2)c1 (stereo not drawn)	3.1	nt	-0.5	0.0	-2.8	0.1	-0.7	2.1	nt	nt
19	Cc1cc(Br)ccc1SCC(=O)OCC(=O)N1CCN(C(=O)c2ccco2)CC1	-1.0	-31.4	-5.8	-1.8	5.4	-0.5	11.1	-4.8	1.1	-11.8
20	Cc1ccc(S(=O)(=O)NNC(=O)c2c(O)c3ccccc3[nH]c2=O)cc1	0.7	-9.1	-7.1	3.5	11.3	-13.5	14.3	13.1	1.6	2.1
21	COc1ccccc1N1CCN(Cc2cn[nH]c2-c2ccc(F)cc2)CC1	-0.1	-20.2	4.8	0.3	6.7	10.6	5.3	-1.3	5.4	0.0
22	CCOC(=O)c1oc2cc(OCC(N)=O)ccc2c(=O)c1-c1ccc(OC)c(OC)c1	4.4	-23.4	0.1	-2.8	-19.7	-16.1	2.3	7.5	2.5	2.5
23	O=C(CSc1cn(CCNC(=O)c2cccs2)c2ccccc12)NC1CCCC1	-0.4	-6.7	-5.6	-1.1	-6.5	11.6	4.4	-0.5	4.6	-2.0
24	CCc1ccc(CNc2ccc(O)cc2)cc1	1.4	-43.1	1.1	-0.5	-12.4	-10.1	-5.2	5.4	0.6	-0.8
25	CC(=O)c1cccc(NC(=O)c2cccc3ccccc23)c1	-1.2	-23.5	-3.0	0.3	2.2	-3.7	0.3	-2.2	0.8	7.2
26	c1ccc(Cn2nnc(CNc3ccccc3)c2-c2c(CNc3ccccc3)nnn2Cc2ccccc2)cc1	-1.1	nt	-1.2	7.5	-9.8	-8.4	1.2	-3.6	nt	nt
27	CC1CCN(c2c(NCc3ccc(C(=O)N4CCc5ccccc54)cc3)c(=O)c2=O)CC1	0.9	-13.8	-6.4	-1.7	88.0*	4.8	1.6	-6.6	-3.8	-0.4
28	O=C(Nc1cccc(-c2nnco2)c1)c1cccs1	-1.4	-23.4	nt	-1.5	nt	nt	nt	nt	2.1	-3.1
29	Oc1ccc(Br)cc1-c1ccn[nH]1	-7.1	5.8	-4.2	5.6	-69.2	10.1	27.2	10.6	7.2	-0.7
30	CCCCNC(=O)CCCCCNS(=O)(=O)c1ccc(OC)cc1	-1.1	-21.8	-6.1	0.6	1.5	10.4	-4.0	-31.7	0.4	1.0
31	CCN(CC)S(=O)(=O)c1ccc(N2CCOCC2)c(NC(=O)c2ccc3ccccc3c2)c1	-1.2	18.9	1.7	-0.1	9.6	3.4	-4.4	3.4	-1.2	3.0
32	COc1ccccc1NS(=O)(=O)c1ccc(Cl)c(NC(=O)c2sc3cc(Cl)ccc3c2Cl)c1	-1.5	-6.2	-4.5	-4.5	1.3	3.5	nt	16.9	-1.2	-0.4
33	COc1cccc(/C=N/NC(=O)CO/N=C(\C)c2cccs2)c1OC	1.5	-16.7	-3.1	-2.1	-21.7	15.2	-0.6	-1.0	-2.8	-3.2
34	O=C1CC(N2CCN(c3ccccn3)CC2)C(=O)N1CC(c1ccccc1)c1ccccc1 (stereo not drawn)	1.4	-8.1	2.5	-1.4	5.6	16.1	5.0	-1.0	-0.1	-5.9
35	Cc1ccc2oc(=O)c3cnn(CC(=O)NC4CCCCC4C)c3c2c1 (stereo not drawn)	-4.5	-8.1	9.0	-1.1	6.4	12.4	61.3*	22.3	-1.9	-7.0
36	OC[C@H]1O[C@@H](Oc2cc(O)cc(/C=C/c3ccc(O)cc3)c2)[C@H](O)[C@@H](O)[C@@H]1O	2.9	-92.7	5.6	-2.3	-42.7	-6.9	nt	1.2	nt	-9.7
37	O=c1[nH]cnc2sc3c(c12)CCCCC3	-3.1	-9.0	-10.1	2.7	-22.6	-16.0	30.7	20.4	2.8	-5.1
38	CC(C)(C)n1nc2c(c1NC(=O)c1cccs1)CS(=O)C2 (stereo not drawn)	1.9	-4.3	-8.4	-0.4	-4.7	-5.2	3.6	3.5	0.6	-0.9
39	C=CCOc1ccccc1CN1CCC(Oc2ccc(C(=O)N3CCCC3)cc2)CC1	1.7	-18.7	0.0	-1.3	-6.4	-4.7	-1.9	0.8	-5.2	2.2
40	N#CCCn1ccc(NC(=O)c2ccc(Cl)cc2)n1	0.7	-13.9	-1.3	nt	-32.1	16.3	13.2	-0.5	0.1	2.2
41	Brc1ccc(-c2csc(NC3=NCCCCC3)n2)cc1	1.7	-26.8	13.2	-1.6	-137.6	17.7	-5.6	-10.6	-3.2	5.0
42	CC1Cc2ccccc2N1C(=O)COC(=O)CNC(=O)c1ccc(Br)o1 (stereo not drawn)	-1.5	-51.1	-1.3	-1.5	8.6	-18.4	0.0	2.1	1.4	-2.0
43	CCSc1nnc(NC(=O)CCc2ccc(OC)cc2)s1	-0.3	-22.9	13.6	-2.8	-9.1	30.9	0.7	-1.4	-0.8	-0.7
44	O=C(CCC(=O)N1CCN(C2CCCCC2)CC1)Nc1nnc(C(F)(F)F)s1	2.6	-20.0	-11.5	7.8	4.6	-0.1	-6.9	-4.2	-3.4	-0.7
45	CCOc1ccc(C(C(=O)NCC2CCCO2)N(Cc2cccs2)C(=O)c2snc(C(N)=O)c2N)cc1 (stereo not drawn)	1.4	15.7	?	1.1	12.8	-44.8	-10.4	-12.8	-1.0	9.6
46	COc1cccc(NC(=O)COC(=O)CNS(=O)(=O)c2c(F)cccc2F)c1	-0.2	2.4	-3.2	0.5	-31.1	-2.9	3.4	13.1	-2.4	3.4
47	O=C(Nc1cccc(S(=O)(=O)N2CCOCC2)c1)c1ccc(Cl)c([N+](=O)[O-])c1	2.0	15.7	-6.5	-1.9	-22.3	13.8	0.2	-6.3	2.2	-0.6
48	Cc1ccc(S(=O)(=O)NC(C(=O)Oc2ccc3ccc(=O)oc3c2)c2ccccc2)cc1 (stereo not drawn)	0.4	-27.2	nt	3.9	-1.6	nt	-2.8	-0.7	0.5	-4.2
49	O=C(CCCCC(=O)NC1CCCC1)NC1CCCC1	0.9	-1.3	1.9	-1.2	12.1	-8.7	3.0	-0.8	4.7	7.0
50	CCC1CCCCN1CCCNC(=O)C1CCN(Cc2nc(-c3ccc(Cl)cc3)oc2C)CC1 (stereo not drawn)	0.8	-35.1	-7.8	-0.3	13.2	-3.9	nt	-4.0	-0.9	47.4*
51	CCCNc1c(NS(=O)(=O)c2ccc(C(C)(C)C)cc2)c(=O)oc2ccccc12	1.0	-31.1	4.4	-3.7	-3.2	4.2	1.7	-2.7	-2.1	-1.7
52	O=c1onc(-c2ccccc2Cl)n1-c1ccccc1Cl	2.0	nt	-5.9	-0.4	-39.3	-21.9	nt	19.9	nt	nt
53	COCCCNCC(=O)Nc1sc(C)c(C)c1C(=O)OC	0.8	-36.8	3.2	1.4	-4.9	14.8	3.4	2.6	-2.8	-1.8
54	Cn1nccc1C(=O)N/N=C/c1cccnc1	1.4	-31.9	4.0	1.7	-0.6	20.4	2.2	6.3	3.4	3.8
55	COc1ccc(/C=N/Nc2ccc(C(F)(F)F)cc2[N+](=O)[O-])cc1	1.8	-16.4	-4.4	1.4	-41.8	12.9	-5.3	-12.1	-3.7	2.9
56	O=C(CSc1nnc(COc2ccc(Br)cc2)o1)NC1CCCCC1	-2.4	0.6	0.5	0.6	-8.7	-16.4	-5.8	6.0	1.5	-2.0
57	COc1ccc(N/C=C2/CCCCC2=O)cc1	1.2	-4.2	nt	-0.7	-21.6	nt	2.0	6.6	14.5	2.2
58	Cn1c(C(O)c2ccc(Cl)cc2)nc(Cl)c1Cl (stereo not drawn)	-1.8	-13.4	4.2	-3.8	-4.9	13.2	1.0	0.2	5.5	-2.0
